S1P1 ag-PAM = S1P1 (human) agonism or agonism potentiation | S1P1 CRE-bla cells, forskolin, beta-lactamase FRET, potentiator mode; S1P1 agonist co-added at EC20, 2 nM; 100% = saturating reference agonist, 0% = basal | activation, % at 9.5 µM | 0.57% of 56,000 active;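 active = activation above a cutoff set at the mean activation of all tested compounds plus 3 SD, cut at about 54% in these data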;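 also: forskolin at 4 µM as EC80 and the EC20 agonist is SEW2871; 100% = SEW2871 at its EC100 plus forskolin at EC80; some compounds past the cut are filed as inactive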
Target sequence (P21453 whole entry, looked up): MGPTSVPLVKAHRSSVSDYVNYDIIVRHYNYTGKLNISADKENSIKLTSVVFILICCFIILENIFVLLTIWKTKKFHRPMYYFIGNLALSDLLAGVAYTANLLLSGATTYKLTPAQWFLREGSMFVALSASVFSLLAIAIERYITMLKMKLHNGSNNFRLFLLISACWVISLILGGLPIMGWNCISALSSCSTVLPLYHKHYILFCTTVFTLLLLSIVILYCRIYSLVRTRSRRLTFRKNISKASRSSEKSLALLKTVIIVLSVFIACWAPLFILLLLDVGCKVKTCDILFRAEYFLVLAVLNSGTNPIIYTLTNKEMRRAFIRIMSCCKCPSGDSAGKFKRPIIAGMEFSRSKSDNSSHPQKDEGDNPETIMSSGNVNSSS
S1P3 agonist = agonists of human S1P3 receptor | Q99500 | S1P3 NFAT-BLA reporter cells, agonism, FRET ratio; relative to 1 µM S1P, basal subtracted | activation, % at 4.5 µM | 0.1% of 60,000 active;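 active = activation above the screen-wide mean plus 3 SD, cut at about 4.5% in these data, passing the limit was not always enough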; also: some compounds called inactive have numbers as strong as hits
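material = human S1P3 NFAT-BLA reporter CHO cells | schedule = 4 h compound at 37 °C, 2 h substrate at RT | measured by = fluorescent BLA substrate, ex 405 nm, em 460/535 nm ratio | controls = 1 µM S1P reference | replication = primary once, confirmation triplicate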
5-HT1A blocker = 5-HT1a (human) receptor antagonism | AID 612 | 0.68% of 62,000 active | CHO 5-HT1a Ga15 NFAT-bla reporter, antagonist mode | inhibition, % at 10 µM;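 active = inhibition above the mean of all tested compounds plus 3 SD, cut at about 43% in these data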;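 also: receptor stimulated by 5-CT agonist at 100 nM near EC80; beta-lactamase reporter measured by ratiometric fluorescence of a cleavable substrate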
MMP-13 inhibitor = MMP13 (human) collagenase inhibition; P45452; MMP-13 fTHP FRET cleavage, Mca fluorescence; inhibition, % at 4 µM; 0.07% of 65,000 active; AID 570;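 active = inhibition above the mean of compound-free control plate wells plus 3 SD, cut at about 14% in these data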;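 also: 0% = DMSO wells and 100% = wells with reference MMP-13 inhibitor after basal subtraction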
Abs 340nm = absorbance at 340 nm; 65,000 tested, under 10 active; compound absorbance at 340 nm, fold over control; fold change at 10 µM; AID 708;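 active = at 10 µM dose, initial 340 nm absorbance at least 2 fold that of control wells; inactive = change under 2 fold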;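 also: initial absorbance extrapolated from kinetic A340 decline of NADH oxidation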
HTR1E agonist = 5-HT1E (human) receptor agonism. CHO 5-HT1E Ga15 NFAT-bla reporter, FRET; 0% DMSO wells, 100% control agonist wells. activation, % at 6 µM. 0.69% of 65,000 active;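 active = activation above a set limit, the screen-wide mean activation plus 3 SD, cut at about 8.5% in these data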;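 also: 100% = positive control agonist at 1 µM giving full maximal response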
Target sequence (P28566 whole entry, looked up): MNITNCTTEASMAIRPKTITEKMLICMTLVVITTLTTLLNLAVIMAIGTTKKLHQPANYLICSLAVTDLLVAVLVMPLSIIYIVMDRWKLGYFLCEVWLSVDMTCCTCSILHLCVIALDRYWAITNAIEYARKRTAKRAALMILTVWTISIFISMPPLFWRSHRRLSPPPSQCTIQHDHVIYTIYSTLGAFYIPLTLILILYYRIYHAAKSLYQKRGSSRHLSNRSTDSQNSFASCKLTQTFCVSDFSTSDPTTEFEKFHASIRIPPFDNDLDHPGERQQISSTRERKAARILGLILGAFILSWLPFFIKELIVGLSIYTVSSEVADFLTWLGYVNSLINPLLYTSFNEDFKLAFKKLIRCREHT
HER2 expr 66K = inhibitors of human Her2 kinase expression. P04626. 0.69% of 65,000 active. SKBR-3 HER2 protein level, AlphaScreen, 18-24 h; hits give low values. HER2 level % of control, % at 10 µM;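 active = HER2 level under 5% of the carrier-only control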;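 also: 100% = DMSO carrier and 0% = 500 nM PU-H71 HSP90 inhibitor; lower value means stronger loss of Her2 protein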
5HT1E antag = 5-HT1E (human) receptor antagonism; P28566; CHO 5-HT1E Ga15 NFAT-bla reporter, FRET, antagonist; inhibition, % at 6 µM; 0.99% of 65,000 active; AID 571;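 active = inhibition above a set limit, the mean inhibition across every tested compound plus 3 SD, cut at about 29% in these data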;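 also: signal is the 460 over 535 nm emission ratio of beta-lactamase substrate; 0% = agonist plus DMSO wells and 100% = wells without agonist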
Autofluor 339 = intrinsic fluorescence of library compounds, ex339/em460 – biochemical, MLSMR library, data from DPM-DC assay, artefact control, profiling panel; 5.5% of 65,000 active; AID 709; compound autofluorescence, ex339/em460 nm, NADH buffer; hits give high values; 1 = no-compound wells, NADH background; fluorescence fold increase at 10 µM;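 active = at 10 µM, mean starting fluorescence two-fold or more over control wells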;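 also: signal is the first read of a kinetic run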
Numbers without * were called inactive; . = not tested or not shown; & = joins results of further samples; [ ] = another dose, or the depositor's remark.

Sample of the layout (two entries):
Assay codes: A = S1P1 ag-PAM; B = S1P3 agonist; C = 5-HT1A blocker; D = MMP-13 inhibitor; E = Abs 340nm; F = HTR1E agonist; G = HER2 expr 66K; H = 5HT1E antag; I = Autofluor 339
1	CC(C)CCOC(=O)c1c(N)n(CC2CCCO2)c2nc3ccccc3nc12 (centres undefined)
  A: -14.3	B: -0.2	C: 2.8	D: -220.3[fluorescence artefact?]	E: 1.07	F: 0.5	G: 88.2	H: 10.5	I: 3.9*
2	OCCNc1c2c(nc3ccccc13)CCCC2
  A: -17.0	B: -0.7	C: 3.6	D: 3.7	E: 1.05	F: -0.1	G: 103.4	H: -3.6	I: 1.07

The list itself, repeating the preview:
Assay codes: A = S1P1 ag-PAM; B = S1P3 agonist; C = 5-HT1A blocker; D = MMP-13 inhibitor; E = Abs 340nm; F = HTR1E agonist; G = HER2 expr 66K; H = 5HT1E antag; I = Autofluor 339
1	CC(C)CCOC(=O)c1c(N)n(CC2CCCO2)c2nc3ccccc3nc12 (centres undefined)
  A: -14.3	B: -0.2	C: 2.8	D: -220.3[fluorescence artefact?]	E: 1.07	F: 0.5	G: 88.2	H: 10.5	I: 3.9*
2	OCCNc1c2c(nc3ccccc13)CCCC2
  A: -17.0	B: -0.7	C: 3.6	D: 3.7	E: 1.05	F: -0.1	G: 103.4	H: -3.6	I: 1.07
3	O=c1[nH]c(=O)n(Cc2ccco2)c(O)c1C=NCc1ccco1
  A: -3.0	B: 1.3	C: -10.5	D: 2.5	E: 1.01	F: 0.4	G: 104.6	H: 1.9	I: 1.05
4	NCC(CC(=O)O)c1ccc(Cl)cc1 (centres undefined)
  A: -21.6	B: -1.8	C: .	D: -0.8	E: 0.97&0.99	F: -0.1	G: 88.5&98.2	H: -4.9	I: 1.04&1.04
5	N#CC1=C(N)Oc2c(c(=O)oc3ccccc23)C1c1ccc(OC(=O)N2CCOCC2)cc1 (centres undefined)
  A: -28.6	B: 0.0	C: -5.7	D: -3.9	E: 1	F: -0.7	G: 125.5	H: -11.2	I: 1.12
6	O=C(C(Cc1ccccc1)NS(=O)(=O)c1ccc(F)cc1)N1CCC2(CC1)OCCO2 (centres undefined)
  A: .	B: .	C: -8.6	D: 5.3	E: 0.98	F: -0.5	G: .	H: 2.0	I: 1.05
7	CCN(CC)S(=O)(=O)c1ccc(N=Cc2c(O)n(-c3ccccc3)c(=O)[nH]c2=O)cc1
  A: -15.3	B: 1.7	C: -1.6	D: -2.8	E: 1.23	F: 0.2	G: 83.7	H: 4.1	I: 1.12
8	CCCCn1c(O)c(C=NC2CCCCC2N)c(=O)[nH]c1=O (centres undefined)
  A: -14.8	B: 0.3	C: 1.8	D: 0.8	E: 1	F: 0.5	G: 77.1	H: -4.9	I: 1.07
9	CCCCn1c(O)c(C(C)=NCCc2ccccc2)c(=O)[nH]c1=O
  A: 6.8	B: -0.9	C: -12.5	D: 3.1	E: 1	F: 1.6	G: 91.4	H: -8.6	I: 1.03
10	COc1ccc(C2SCC(=O)Nc3c2c(=O)[nH]n3C2CCCCCC2)cc1OC (centres undefined)
  A: .	B: .	C: -7.6	D: 11.5	E: 0.99	F: 1.4	G: 71.3	H: 1.0	I: 1.01
11	O=C(Cn1nc(Cc2cccnc2)c2ccccc2c1=O)N1CCC2(CC1)OCCO2
  A: 10.0	B: -0.1	C: -2.5	D: 1.9	E: 1	F: 1.0	G: 135.8	H: 5.4	I: 1.12
12	CN1C2C=C(N(C(=O)c3ccc(Cl)cc3)c3ccccc3)CC1CC2 (centres undefined)
  A: -12.0	B: -0.1	C: 12.4	D: 6.3	E: 1.01	F: -0.2	G: 93.5	H: 7.4	I: 1.12
13	CCN1CCN(Cc2nnnn2C(C)(C)C)CC1
  A: -1.9	B: -1.0	C: -6.0	D: -4.3	E: 1.06	F: 0.5	G: 110.1	H: -3.5	I: 1.1
14	COc1ncccc1C(=O)NCC(CC(=O)O)c1ccccc1 (centres undefined)
  A: .	B: .	C: -7.4	D: -2.1	E: 1.05	F: 6.6	G: 118.3	H: -2.0	I: 1.05
15	CCC(=NCCN1CCCCC1)c1c(O)n(C)c(=O)n(C)c1=O
  A: -3.7	B: -2.1	C: .	D: -0.5	E: 1	F: -0.5	G: 127.7	H: -6.5	I: 1.07
16	CC(=O)NC1CC2CCCC(C1)N2 (centres undefined)
  A: 23.4	B: 0.2	C: 2.7	D: 2.1	E: 0.99	F: 0.5	G: 105.8	H: 3.1	I: 1.02
17	Cc1cc(Cl)ccc1OCC(=O)N1CCN(C)CC1
  A: -6.2	B: -1.6	C: -1.4	D: 4.1	E: 1.05	F: 0.1	G: 78.5	H: -2.1	I: 1.12
18	CCN1CCN(Cc2ccccc2C)CC1
  A: -23.2	B: -0.1	C: -5.6	D: 2.3	E: 1.03	F: 1.5	G: 73.8	H: -5.7	I: 1.03
19	CN1CCN(c2nc3ccccc3c(=O)n2-c2ccccc2)CC1
  A: -8.5	B: -2.4	C: -11.0	D: 4.6	E: 0.98	F: 0.3	G: 86.4	H: -2.2	I: 1.1
20	CCCN(CC#CCO)CCC
  A: 5.5	B: 0.0	C: .	D: -8.5	E: 1.01	F: 0.0	G: 96.4	H: -4.9	I: 1.01
21	O=C(c1ccc2c(c1)ncn2C1CCCCCC1)N1CCC2(CC1)OCCO2
  A: -16.6	B: -0.2	C: 5.6	D: 1.1	E: 0.98	F: 0.9	G: 108.2	H: -9.5	I: 1.03
22	COc1cc2nc(CN3CC=C(c4ccccc4)CC3)[nH]c(=O)c2cc1OC
  A: 22.0	B: 0.8	C: 44.1*	D: 4.1	E: 0.99	F: 0.4	G: 34.2	H: 1.0	I: 1.17
23	CCOC(=O)C1=C(N)Oc2cc(C)oc(=O)c2C12C(=O)N1c3c(cccc32)C(C)=CC1(C)C (centres undefined)
  A: .	B: -0.3	C: -5.5	D: 1.5	E: 1.02	F: 0.3	G: 156.8	H: -9.5	I: 1.08
24	CCN1CCN(Cc2ccc(C)cc2)CC1
  A: -14.7	B: -1.8	C: -4.1	D: -9.3	E: 1.05	F: 0.9	G: 86.0	H: -3.5	I: 1.09
25	O=c1c2ccccc2nc(-c2ccco2)n1-c1ccncc1
  A: -11.1	B: -1.5	C: 0.3	D: 5.9	E: 1.09	F: -0.4	G: 100.3	H: 6.0	I: 1.04
26	O=C1C2CCCN2C(c2ccncc2)N1c1ccc(Cl)c(Cl)c1 (centres undefined)
  A: -1.7	B: -0.2	C: -0.7	D: -1.1	E: 1.01	F: -0.7	G: 73.3	H: -5.3	I: 1.08
27	O=c1[nH]c(=O)n(CCC2=CCCCC2)c(O)c1C=NCc1cccnc1
  A: 4.8	B: 0.2	C: -4.2	D: 5.7	E: 0.98	F: -0.1	G: 118.5	H: 0.3	I: 1.14
28	CCN(CC)CCCNC(=O)c1c(O)c2ccccc2n(Cc2ccccc2)c1=O
  A: 13.3	B: -2.2	C: .	D: -1.4	E: 1.03	F: 3.1	G: 97.3	H: -15.7	I: 1.08
29	CC(C)CC12CN3CCN(CC(C3)C1O)C2 (centres undefined)
  A: -15.7	B: -0.5	C: -2.1	D: -0.3	E: 1.05	F: -0.6	G: 114.7	H: -6.0	I: 1.14
30	COc1ccc(Cn2c(N)c(C(=O)NCc3ccco3)c3nc4ccccc4nc32)cc1OC
  A: -125.2	B: 3.7	C: 32.8	D: -99.8[fluorescence artefact?]	E: 1.02	F: 1.5	G: 89.9	H: 18.8	I: 3.66*
31	CCOc1cccc(N2C(=O)CC(=O)NC2=O)c1
  A: .	B: -0.1	C: -9.9	D: -6.8	E: 1	F: 0.5	G: 68.1	H: 7.2	I: 1.04
32	O=C(CN1C(=O)CN=C(c2ccccc2Cl)c2cc(Cl)ccc21)NCc1ccco1
  A: 13.0	B: 0.1	C: 21.5	D: 0.8	E: 0.99	F: -0.9	G: 88.8	H: 1.8	I: 1.12
33	Cc1onc(-c2ccccc2)c1C(=O)N1CCC2(CC1)OCCO2
  A: -10.5	B: -2.4	C: -3.3	D: 7.5	E: 1.02	F: -0.3	G: 88.6	H: 4.5	I: 1.13
34	CC(C)OC(=O)C1C(=O)NC2(C)CC1c1ccccc1O2 (centres undefined)
  A: .	B: .	C: -5.8	D: 3.0	E: 1.04	F: 0.5	G: 101.7	H: -0.5	I: 1.06
35	O=C1N(CN2CCOCC2)c2ccccc2C1(O)c1c[nH]c2ccccc12 (centres undefined)
  A: -17.9	B: 0.0	C: 6.1	D: -11.0	E: 1.02	F: 0.5	G: 83.0	H: 7.7	I: 1.05
36	COc1ccc(Cc2nccc3cc(OC)c(OC)cc23)cc1OC
  A: 7.8	B: 2.3	C: .	D: -9.2	E: 0.99	F: 0.1	G: 113.7	H: 41.3*	I: 1.01
37	Cc1cc(C)c(C2=NOC(O)(C(F)(F)F)C2)c(=O)[nH]1 (centres undefined)
  A: -11.4	B: 0.9	C: 1.5	D: 1.6	E: 1.01	F: -0.3	G: 86.1	H: -4.1	I: 1.18

Reformatted tab-delimited: 8 of the compounds above.
nr	canonical_smiles	S1P1 ag-PAM	S1P3 agonist	5-HT1A blocker	MMP-13 inhibitor	Abs 340nm	HTR1E agonist	HER2 expr 66K	5HT1E antag	Autofluor 339
30	COc1ccc(Cn2c(N)c(C(=O)NCc3ccco3)c3nc4ccccc4nc32)cc1OC	-125.2	3.7	32.8	-99.8[fluorescence artefact?]	1.02	1.5	89.9	18.8	3.66*
31	CCOc1cccc(N2C(=O)CC(=O)NC2=O)c1	.	-0.1	-9.9	-6.8	1	0.5	68.1	7.2	1.04
32	O=C(CN1C(=O)CN=C(c2ccccc2Cl)c2cc(Cl)ccc21)NCc1ccco1	13.0	0.1	21.5	0.8	0.99	-0.9	88.8	1.8	1.12
33	Cc1onc(-c2ccccc2)c1C(=O)N1CCC2(CC1)OCCO2	-10.5	-2.4	-3.3	7.5	1.02	-0.3	88.6	4.5	1.13
34	CC(C)OC(=O)C1C(=O)NC2(C)CC1c1ccccc1O2 (centres undefined)	.	.	-5.8	3.0	1.04	0.5	101.7	-0.5	1.06
35	O=C1N(CN2CCOCC2)c2ccccc2C1(O)c1c[nH]c2ccccc12 (centres undefined)	-17.9	0.0	6.1	-11.0	1.02	0.5	83.0	7.7	1.05
36	COc1ccc(Cc2nccc3cc(OC)c(OC)cc23)cc1OC	7.8	2.3	.	-9.2	0.99	0.1	113.7	41.3*	1.01
37	Cc1cc(C)c(C2=NOC(O)(C(F)(F)F)C2)c(=O)[nH]1 (centres undefined)	-11.4	0.9	1.5	1.6	1.01	-0.3	86.1	-4.1	1.18

High-throughput results deposited in PubChem BioAssay by several laboratories.

A portion of the library; count on the stated rates, not on these rows.
